JMJD2A Tudor inh = JMJD2A Tudor domain (human) inhibition; O75164; AlphaScreen JMJD2A-Tudor / H3K4me3 peptide binding; Potency, µM (highest dose often 114 µM), for inactives: at the highest dose activity change, negative = inhibition, actives largely listed as inhibitors; 390,000 tested, 4.4% active; AID 504339; further: potency means the concentration at half of the fitted maximal effect; on the % scale 0 is the no-effect control and ±100 the full control effect; nearly all actives have a fitted effect of over 50% in size
12-LOX inh = blocks human arachidonate 12S-lipoxygenase; P18054; AID 1671190; Potency, µM (highest dose often 108 µM), inactives show top-dose activity change, negative = inhibition, most hits filed as inhibitors; 580,000 tested, 1.1% active; purified 12hLO, xylenol orange hydroperoxide absorbance; further: potency means the concentration at half of the fitted maximal effect; on the % scale 0 is the no-effect control and ±100 the full control effect
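Purified human 12hLO at 150 nM in 25 mM Hepes, 0.01% Triton X-100, pH 7.0, preincubated 15 min at room temperature with compound. Reaction started with 40 uM arachidonic acid, 30 min at room temperature. Hydroperoxide measured by Fe-xylenol orange, 573/405 nm absorbance ratio.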
ERG-DNA inh = blocks human ERG Ets domain binding to DNA. Potency, µM (titrated, usually from 76.9 µM), for inactives: top-dose FP activity, negative = inhibition, usual class: inhibitors. fluorescence polarization, His-ERG Ets domain / labelled DNA. P11308. 370,000 tested, 0.028% active; active means well fitted inhibition curve with a large enough effect in the polarisation, with a control signal flat; inconclusive means small, poorly fitted or top-dose-only effect, or effect the other way, or a change in a side signal; inactive means no such curve, though single readings can be large or run the other way; the % refers to the polarisation;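 further: polarization taken with two DNA probes labelled with fluorescein and Texas red; potency means the concentration at half of the fitted maximal effect; % of control where 0% means no effect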
Target sequence (P11308 whole entry, looked up, the tested form may be a part): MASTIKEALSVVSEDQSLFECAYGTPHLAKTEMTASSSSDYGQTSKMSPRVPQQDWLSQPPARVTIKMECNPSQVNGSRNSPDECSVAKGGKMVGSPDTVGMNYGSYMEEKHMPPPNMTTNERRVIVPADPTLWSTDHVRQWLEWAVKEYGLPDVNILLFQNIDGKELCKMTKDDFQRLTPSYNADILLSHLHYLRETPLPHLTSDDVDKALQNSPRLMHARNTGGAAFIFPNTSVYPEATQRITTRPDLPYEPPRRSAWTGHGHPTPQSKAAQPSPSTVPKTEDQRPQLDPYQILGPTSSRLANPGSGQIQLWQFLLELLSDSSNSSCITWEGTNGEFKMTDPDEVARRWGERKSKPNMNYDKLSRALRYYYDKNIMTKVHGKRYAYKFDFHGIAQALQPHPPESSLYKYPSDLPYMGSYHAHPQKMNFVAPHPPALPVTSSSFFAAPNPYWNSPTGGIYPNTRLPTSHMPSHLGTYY
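His-tagged ERG Ets domain (1 uM in the protein solution; 300mM KCl, 50mM Tris-HCl, 1mM EDTA, 1mM DTT, pH 7.5) received compound, then a probe mix of 5 nM fluorescein-DNA and 100nM Texas-615-DNA. Fluorescence polarization was read for both dyes.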
RGS4 inhibitor = blocks human RGS4-accelerated GTP hydrolysis | P49798 | Transcreener GDP fluorescence polarization, RGS4-accelerated GTP hydrolysis | Potency, µM (titrated, usually from 114 µM), for inactives: at the top dose activity change, negative = inhibition, hits mostly inhibitors | 390,000 tested, 0.039% active | AID 504845; further: potency means the concentration at half of the fitted maximal effect; on the % scale 0 is the no-effect control and ±100 the full control effect; nearly all actives have a fitted effect of over 75% in size; some results filed as inactive show a strong effect at the top dose
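MLSMR compounds (23 nl, pin-transferred) preincubated 10 min at room temperature with a 500nM (2x) first reagent, then RGS4 at 900nM (2x) plus Transcreener GDP mix added; fluorescence polarization (620/688 nm) read before and after 90 min at 30 °C.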
GLS inh = blocks human kidney-isoform glutaminase activity; O94925; GLS enzymatic activity, qHTS titration; Potency, µM (titrated, usually from 45.5 µM), for inactives: top-dose activity change, negative = inhibition, hits mostly inhibitors; 410,000 tested, 0.21% active; AID 624170; further: potency means the concentration at half of the fitted maximal effect; on the % scale 0 is the no-effect control and ±100 the full control effect
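Assay buffer: 45 mM KH2PO4 pH 8.2, 0.02% Tween-20. hKGA acts on L-glutamine (1 mM solution added); product glutamate is reported by an oxidase/peroxidase Amplex Red coupling, with fluorescence taken at baseline and 30 min.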
G9a inh = blocks human histone lysine methyltransferase G9a. 350,000 tested, 8.8% active. Potency, µM (highest dose often 102 µM), for the others: top-dose activity, negative = inhibition, actives largely listed as inhibitors. G9a H3K9 monomethylation, AlphaScreen, 2 h. AID 504332; further: potency means the concentration at half of the fitted maximal effect; on the % scale 0 is the no-effect control and ±100 the full control effect; nearly all actives have a fitted effect of over 75% in size
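Enzyme 20 nM + cpd, 15 min RT; add b-H3K9 pep 500 nM / SAM 20 uM; 2 h RT; anti-H3K9me1 Ab 0.5 ug/mL + SA donor / anti-rabbit acceptor beads 20 ug/mL each, 10 min; AlphaScreen read.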
PI4K2A block = inhibitors of human PI4K2A | purified PI4K2A, ADP-Glo luminescence, 1 h; hits give low values | Q9BTU6 | AID 1346378 | activity change, negative = inhibition, % at 76.9 µM | 420,000 tested, 0.13% active; in the data active means activity change below about -50%; inconclusive means mostly about -30% to -49%;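 further: -100% = wells without enzyme as full effect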
Target sequence (Q9BTU6 whole entry, looked up): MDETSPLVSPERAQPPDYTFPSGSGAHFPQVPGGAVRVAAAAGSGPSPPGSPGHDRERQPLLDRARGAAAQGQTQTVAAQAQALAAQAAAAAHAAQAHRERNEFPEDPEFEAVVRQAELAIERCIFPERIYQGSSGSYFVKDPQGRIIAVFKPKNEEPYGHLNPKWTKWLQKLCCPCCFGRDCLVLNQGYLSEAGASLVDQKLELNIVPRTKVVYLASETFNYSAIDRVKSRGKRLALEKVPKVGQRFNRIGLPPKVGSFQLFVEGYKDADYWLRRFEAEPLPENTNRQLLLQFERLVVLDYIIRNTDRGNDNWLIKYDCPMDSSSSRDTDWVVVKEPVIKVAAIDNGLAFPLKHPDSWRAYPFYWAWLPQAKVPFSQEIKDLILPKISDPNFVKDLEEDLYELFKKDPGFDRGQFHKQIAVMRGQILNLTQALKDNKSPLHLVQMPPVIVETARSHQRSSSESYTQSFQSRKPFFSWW
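ADP-Glo luminescence measured ADP generated by PI4K2A enzyme (4 ug/mL before mixing) with 1.2 mM PI substrate (pre-mix) and 300 microM ATP (pre-mix). Tris pH7.5 buffer with MgCl2, Triton X-100; 1 h reaction at ambient temperature.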
HP1b binding inh = blocks HP1-beta chromodomain binding to methylated histone tails; AID 540317; P83916; AlphaScreen HP1-beta / biotin-H3K9me3 peptide binding; Potency, µM (titrated, usually from 114 µM), inactives show at the top dose activity change, negative = inhibition, usual class: inhibitors; 390,000 tested, 0.56% active; further: potency means the concentration at half of the fitted maximal effect; nearly all actives have a fitted effect of over 70% in size; inactives centre near 23
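Compound inhibition of the preformed complex between 50 nM HP1-beta and 50 nM biotinylated H3K9me3 peptide was read by AlphaScreen. Buffer was PBS pH 7.4 with 0.01% Tween-20. Incubations ran 30 min at room temperature, with 10 ug/mL donor/acceptor beads.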
BAZ2B inh = BAZ2B (human) inhibition. Potency, µM (top dose mostly 114 µM), without a hit: at the top dose activity change, negative = inhibition, usual class: inhibitors. 360,000 tested, 4.4% active. AlphaScreen BAZ2B-H3K14Ac peptide displacement; further: potency means the concentration at half of the fitted maximal effect; on the % scale 0 is the no-effect control and ±100 the full control effect; nearly all actives have a fitted effect of over 60% in size
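AlphaScreen displacement: compounds (up to 110uM) incubated 30 min at room temperature with a preformed 50 nM BAZ2B/50 nM biotinylated H3K14Ac peptide complex in PBS pH 7.4 with Tween-20. Donor and acceptor beads at 10 ug/mL final added, 20 min light-protected before reading.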
The depositor's hits bear a star; ? = inconclusive; . = no result given; [ ] = dose if it differs, or a comment. Unless noted, the call rests on the fitted dose curve; in most records, active means well fitted curve in the direction sought with a large enough effect; inconclusive means small, poorly fitted or top-dose-only effect, or another doubt; inactive means no such curve, though single readings can be large; an effect the other way counts as inactive or inconclusive. A portion of the library, so the mix of outcomes need not match the whole.

Molecule	JMJD2A Tudor inh	12-LOX inh	ERG-DNA inh	RGS4 inhibitor	GLS inh	G9a inh	PI4K2A block	HP1b binding inh	BAZ2B inh
CN(C/C=C/c1ccccc1)C1CCCCC1	-13%	-10%	-3%	-5%	0%	-21%	1	72%[activator]	-18%
COc1ccccc1N1CC(C(=O)Nc2ccc(N3CCOCC3)cc2)CC1=O (stereo unspecified)	-15%	12%	-4%	17%	22%	-6%[12.7 µM]	7	19%	11%
O=C1CSC(c2cn(-c3ccccc3)nc2-c2cc3ccccc3o2)N1Cc1ccccc1 (stereo unspecified)	-27%	0%	-3%	-34%	-2%	11%	3	11%	?
O=C(CNC(=O)c1ccc(OC(F)F)cc1)NC1CCCc2ccccc21 (stereo unspecified)	-6%	-8%	2%	14%	-3%	-4%[12.7 µM]	6	16%	-8%
Nc1nc(N)c2c(n1)CCCC2	-6%	0%	4%	-14%	?	.	-1	33%	-2%
Cc1ccccc1-c1nc(CN2CCCC(C(=O)NCc3ccc(Cl)cc3)C2)c(C)o1 (stereo unspecified)	-17%	?	-1%	16%	1%	?	-2	21%	-9%
COc1ccc(C(=S)N2CCOCC2)cc1OC(=O)c1cc(OC)c(OC)c(OC)c1	?	?	-7%	-41%	?	7.9µM*	2	?	?
O=C(Nc1nnc(-c2ccccn2)o1)c1ccc(Br)cc1	?	-26%	0%	-10%	-1%	21%	-12	38%	?
O=C(NC1CCCCCC1)c1cc(S(=O)(=O)N2CCC3(CC2)OCCO3)ccc1F	-14%	-17%	1%	7%	0%	9%[59 µM]	4	15%	8%
CC(N=C1NS(=O)(=O)c2ccccc21)C(=O)OCC(=O)N(C)C1CCS(=O)(=O)C1 (stereo unspecified)	-6%	0%	-10%	-6%	?	-13%[12.7 µM]	0	31%[activator]	-3%

Some of these compounds in order of their number in 12-LOX inh, rising:
Molecule	JMJD2A Tudor inh	12-LOX inh	ERG-DNA inh	RGS4 inhibitor	GLS inh	G9a inh	PI4K2A block	HP1b binding inh	BAZ2B inh
O=C(NC1CCCCCC1)c1cc(S(=O)(=O)N2CCC3(CC2)OCCO3)ccc1F	-14%	-17%	1%	7%	0%	9%[59 µM]	4	15%	8%
O=C(CNC(=O)c1ccc(OC(F)F)cc1)NC1CCCc2ccccc21 (stereo unspecified)	-6%	-8%	2%	14%	-3%	-4%[12.7 µM]	6	16%	-8%
Nc1nc(N)c2c(n1)CCCC2	-6%	0%	4%	-14%	?	.	-1	33%	-2%

(further entries)
Molecule	JMJD2A Tudor inh	12-LOX inh	ERG-DNA inh	RGS4 inhibitor	GLS inh	G9a inh	PI4K2A block	HP1b binding inh	BAZ2B inh
COc1cccc2c(=O)c3c([nH]c12)OC(C)(C)C3	-7%	-7%	13%	7%	-3%	.	-5	20%	.
CCCc1cc(=O)oc2cc(OC(C)C(=O)NCc3ccccn3)c(Cl)cc12 (stereo unspecified)	-10%	7%	4%	-18%[56.9 µM]	-14%	53%	0	68%[activator]	-24%
COc1ccc(N2CCC(CNC(=O)Nc3ccccc3)C2)cc1 (stereo unspecified)	18µM*	?	-3%	-41%	23%	?	-1	45µM*	50µM*
COc1ccc(C(C(=O)NCC2CCCO2)N(C(=O)Cn2nnc3ccccc32)c2ccccc2C(C)=O)cc1OC (stereo unspecified)	11%	15%	7%	1%	-6%	10%	-2	21%	-13%
COc1ccccc1NC(=O)C(C)OC(=O)C(C)SCC(=O)Nc1ccc(C)cc1 (stereo unspecified)	-10%	?	-21%	-11%	1%	35µM*	1	25%	11%
COc1ccc(OCC(=O)Nc2cc(S(=O)(=O)N3CCCCC3)ccc2OC)cc1	-15%	-3%	7%	-12%	-5%	-1%[0.501 µM]	1	20%	11%
COc1ccc(S(=O)(=O)Oc2ccccc2C(N)=O)cc1	-3%	-6%	-11%	-14%	1%	-1%	1	24%	6%
COc1ccc(-c2nc(CSCC(=O)NCCc3ccc(C)cc3)c(C)o2)cc1OC	-30%	6%	1%	-20%	1%	?	-2	28%	?
CC(C)(C)OC(=O)N1CCOCCOCCN(C(=O)OC(C)(C)C)CCOCCOCC1	-11%	1%	6%	-24%	-9%	-24%[59 µM]	-2	32%[activator]	3%
CCOCCOc1cc(NCc2ccccc2)c2ncn(C(C)C)c2c1	10µM*	?	-11%	?	26%	.	-10	14µM*	.
CCn1c(SCc2cccnc2)nnc1-c1c[nH]c2ccccc12	-6%	4%[57.4 µM]	-6%	-6%	-4%	2%	-2	41%[activator]	-2%
Oc1c(Cl)cc(Cl)cc1CNc1ccc(Br)cn1	46%[activator]	-3%	5%	19%	40%[activator]	-4%[59 µM]	4	62%	11%
O=C1C=CC(=O)c2c(O)c(N3CCN(CCOCCO)CC3)c(Br)c(O)c21	56µM*	?	.	?	4%	.	-60*	8.9µM*	.
CC1CCCCC1NC(=O)CSc1nncs1 (stereo unspecified)	0%	0%	3%	-7%	-8%	17%	6	71%[activator]	5%
COC(=O)C1=C(C)NC(=O)CC1c1ccccc1 (stereo unspecified)	-5%	95%[activator]	0%	-15%	-2%	19%[59 µM]	1	15%	-3%
COc1cc(/C=N/NC(=O)c2ccc(N)cc2)ccc1OC(=O)c1cccc(C)c1	?	209%[activator]	4%	-7%	0%	-9%	2	-23%	?
Cc1ncoc1C(=O)N1CCCC(C(=O)c2ccc3c4c(cccc24)CC3)C1 (stereo unspecified)	-32%	-7%	2%	-12%	-1%	?	0	6%	?
Cc1ccc(Cl)c(OCCCCN2CCC(C)CC2)c1	0%	0%	-6%	24%	1%	.	-1	33%	.
CCCCOc1ccc(C2NC(=O)NC(C)=C2C(C)=O)cc1OCC (stereo unspecified)	-31%	1%	-4%	-2%	0%	2%	-6	23%	-14%
O=C(CSc1nnc(NC(=O)C2CC2)s1)NCc1ccccc1Cl	-11%	0%	6%	-2%	-4%	-10%	-1	37%	-3%

Filtered by structure: those above with fluorine (2)
Molecule	JMJD2A Tudor inh	12-LOX inh	ERG-DNA inh	RGS4 inhibitor	GLS inh	G9a inh	PI4K2A block	HP1b binding inh	BAZ2B inh
O=C(CNC(=O)c1ccc(OC(F)F)cc1)NC1CCCc2ccccc21 (stereo unspecified)	-6%	-8%	2%	14%	-3%	-4%[12.7 µM]	6	16%	-8%
O=C(NC1CCCCCC1)c1cc(S(=O)(=O)N2CCC3(CC2)OCCO3)ccc1F	-14%	-17%	1%	7%	0%	9%[59 µM]	4	15%	8%

Next structures follow.
Molecule	JMJD2A Tudor inh	12-LOX inh	ERG-DNA inh	RGS4 inhibitor	GLS inh	G9a inh	PI4K2A block	HP1b binding inh	BAZ2B inh
CCOCCCNC(=O)C(NC(=O)Cc1cccs1)c1ccccc1 (stereo unspecified)	1%	-4%	3%	-20%	-8%	-22%	3	34%	-3%
CN(C)C(=O)c1ccc(NC(=O)CC2SC(N3CCCC3)=NC2=O)cc1 (stereo unspecified)	-10%	12%	-11%	4%	0%	7%[0.501 µM]	4	19%	12%
NNC(=O)C1SCCN1S(=O)(=O)c1ccc(Cl)cc1 (stereo unspecified)	-7%	0%	-15%	-5%	-14%	.	-1	42%[activator]	.
CCN1CCN(c2ccc(S(=O)(=O)N3CCOCC3)cc2NC(=O)C(C)Oc2ccc(F)cc2)CC1 (stereo unspecified)	-14%	?	0%	-7%	-1%	?	2	29%	7%
O=C(CN(C(=O)c1nsc(Cl)c1Cl)c1cccc(F)c1)NC1CCCC1	-2%	-4%	7%	-17%	2%	0%	1	20%	8%
COc1cc2c(C(=O)NCc3ccc4c(c3)OCO4)cn(CC(C)C)c(=O)c2cc1OC	-5%	-24%	6%	-3%	-2%	-31%[12.7 µM]	-3	42%[activator]	4%
O=C1NC(c2ccc(Cl)c([N+](=O)[O-])c2)Nc2ccccc21 (stereo unspecified)	-4%	?	3%	32%	-13%	?	-3	14%	-15%
Cc1ccccc1NC1=NS(=O)(=O)c2ccccc21	-2%	1%	.	-8%	-4%	21%[59 µM]	2	26%	7%
O=C(Nc1cccc(C(F)(F)F)c1)Nc1nnc(N2CCCCCC2)s1	-10%	-25%	4%	13%	-17%	-26%[59 µM]	2	18%	-1%
CC1(C)Cc2c(sc(NC(=O)C(=O)N3CCCCC3)c2C(=O)O)CO1	16%	8%	11%	24%	12%	.	3	50%[activator]	-14%
CCN1CCN(S(=O)(=O)CC2(C)C3CCC2(C)C(=O)C3Br)CC1 (stereo unspecified)	-10%	0%	-2%	2%	6%	-1%	1	9%	-13%
O=C(NCc1cn2ccccc2n1)C1CCC(=O)N(Cc2ccccc2F)C1 (stereo unspecified)	-11%	-1%	2%	3%	3%	28%[0.501 µM]	0	11%[57 µM]	-6%
O=C(O)CC1CCCC(c2ccccc2)C1=O (stereo unspecified)	-7%	1%	-4%	-12%	-4%	-5%[59 µM]	5	11%	11%
CCN(CC)S(=O)(=O)c1ccc(N2CCOCC2)c(NC(=O)c2cc(=O)[nH]c3ccccc23)c1	-5%	0%	-7%	-17%	4%	2%	6	23%	-4%
